HePTP inhibitor: human HePTP phosphatase inhibition. 0.64% of 110,000 active. recombinant HePTP phosphatase activity, OD absorbance. P35236. inhibition, % at 20 µM; in the data active = inhibition above about 50%;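 also: plate controls were vehicle for no effect and reference inhibitor for full effect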
Target sequence (P35236 whole entry, looked up): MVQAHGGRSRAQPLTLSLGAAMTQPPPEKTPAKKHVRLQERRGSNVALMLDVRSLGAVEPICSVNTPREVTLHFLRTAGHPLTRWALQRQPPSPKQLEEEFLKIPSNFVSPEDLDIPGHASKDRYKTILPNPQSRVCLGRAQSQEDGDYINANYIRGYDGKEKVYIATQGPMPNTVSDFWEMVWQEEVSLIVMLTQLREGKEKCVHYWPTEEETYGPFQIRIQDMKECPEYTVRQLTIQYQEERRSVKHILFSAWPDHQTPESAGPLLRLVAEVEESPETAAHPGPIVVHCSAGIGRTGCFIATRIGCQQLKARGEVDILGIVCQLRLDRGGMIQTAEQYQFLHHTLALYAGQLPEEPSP
BAP1 block: blocks human BAP1 ubiquitin-AMC hydrolysis. recombinant BAP1, Ub-AMC hydrolysis fluorescence kinetic; stronger effect = lower value. 0.48% of 72,000 active. activity remaining (% of control), % at 20 µM. AID 436. Q92560;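 active = activity remaining at or below 50% of control, provided the compound also passes the data quality filters; inactive = the rest, including low values that fail the filters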;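 also: 100% = DMSO wells rate and 0% = substrate alone blank rate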
* marks the source's active call; other numbers are inactive results; & = joins results of further samples.

How did Fc1ccc(/C=N/Nc2nnc(-c3ccccc3)c(-c3ccccc3)n2)cc1 do in these assays?
HePTP inhibitor: 9

How did O=[N+]([O-])c1ccc2[nH]c(=S)[nH]c2c1 do in these assays?
BAP1 block: 91

Results for Clc1cccc(CSc2nnc([C@@H]3CCCN3)o2)c1 ?
HePTP inhibitor: -6

Results for Cc1ccc(S(=O)(=O)NC(=O)NC(C)(C)C)cc1 ?
HePTP inhibitor: 7&2; BAP1 block: 100

Results for Cc1ccc(S(=O)(=O)NCCSCc2ccccc2Cl)cc1[N+](=O)[O-] ?
HePTP inhibitor: 7

Results for COC(=O)CN(c1ccccc1F)S(C)(=O)=O ?
HePTP inhibitor: -8

What do the screens show for `CNC1(c2ccc(OC)cc2)Oc2ccccc2C(C#Cc2ccccc2)=C1C` (stereo not drawn)?
HePTP inhibitor: -2

How did OC(CN1CCCCC1)CN1CCCCC1 do in these assays?
HePTP inhibitor: 10

How did COc1ccc(CNC(=O)c2ccccc2SC)cc1 do in these assays?
HePTP inhibitor: 2; BAP1 block: 53

Results for Cc1cc(C)n(-c2ccc3cccc(N)c3n2)n1 ?
BAP1 block: 92

What do the screens show for `Cc1ccccc1N1C(=O)c2ccc(C(=O)Nc3cccc([N+](=O)[O-])c3)cc2C1=O`?
BAP1 block: 53

How did CCCc1nnc(NC(=O)c2c(O)c3cccc4c3n(c2=O)CC4)s1 do in these assays?
HePTP inhibitor: 6; BAP1 block: 102

How did O=C1CCCc2nn(-c3ccccc3)c(-c3ccncc3)c21 do in these assays?
HePTP inhibitor: 6; BAP1 block: 101

What do the screens show for `COc1ccc(C(=O)NCCCn2ccnc2)cc1`?
HePTP inhibitor: 0

What do the screens show for `Cc1ccccc1OCCCC(=O)Nc1ccc(N2CCOCC2)cc1`?
HePTP inhibitor: 2; BAP1 block: 88

How did COc1cccc(NC(=O)C2CC(=O)N(c3ccc(Cl)cc3)C2)c1 (stereo not drawn) do in these assays?
HePTP inhibitor: 0

What do the screens show for `Cc1ccc(-c2noc(-c3cccc([N+](=O)[O-])c3C)n2)cc1`?
HePTP inhibitor: 6

How did CCOc1ccc(/C=C2\C(=O)NC(=O)N(c3ccc(Cl)cc3)C2=O)cc1Cl do in these assays?
HePTP inhibitor: 4

Results for Cc1ccc(CNC(=O)CS(=O)Cc2nc(-c3cccs3)oc2C)cc1 (stereo not drawn) ?
HePTP inhibitor: -10; BAP1 block: 81

Results for COc1ccccc1Nc1nc(-c2cc3ccccc3oc2=O)cs1 ?
HePTP inhibitor: -2

How did O=C(Nc1ccc(Br)cc1F)C1CCCN(S(=O)(=O)c2cnc[nH]2)C1 (stereo not drawn) do in these assays?
HePTP inhibitor: -5; BAP1 block: 91

How did Cc1ccc(NC(=O)c2ccc(-c3ccc(Cl)cc3)o2)c([N+](=O)[O-])c1 do in these assays?
HePTP inhibitor: 1

Results for CS(=O)(=O)N(Cc1ccccc1)c1ccccc1C(=O)O ?
HePTP inhibitor: 5&-1

Results for O=C(CCN1C(=O)c2ccccc2C1=O)N1CCC(c2ccccc2)C1 (stereo not drawn) ?
HePTP inhibitor: 1; BAP1 block: 101

Results for O=C(CSc1nc2cc(Cl)ccc2o1)c1cccs1 ?
HePTP inhibitor: -4; BAP1 block: 93

How did O=C(OCC(CO)OC(CO)n1ccc(=O)[nH]c1=O)c1ccccc1 (stereo not drawn) do in these assays?
HePTP inhibitor: 0; BAP1 block: 104

What do the screens show for `Cc1cc(NC(=O)CSc2nc3c(c(=O)n2-c2ccc(Br)cc2)SCC3)no1`?
BAP1 block: 94

How did COc1ccc(NC(=O)CN(c2ccc(C(C)C)cc2)S(=O)(=O)c2c(C)noc2C)cc1OC do in these assays?
HePTP inhibitor: -2; BAP1 block: 80

How did CCCCC(CC)CNC(=O)C1CCCN(S(=O)(=O)c2cnc[nH]2)C1 (stereo not drawn) do in these assays?
HePTP inhibitor: 18; BAP1 block: 94

What do the screens show for `O=C(Nc1ccc2c(c1)OCO2)C1CCN(S(=O)(=O)Cc2ccccc2)CC1`?
HePTP inhibitor: 3; BAP1 block: 98

Compounds listed so far that have fluorine (3):
How did Fc1ccc(/C=N/Nc2nnc(-c3ccccc3)c(-c3ccccc3)n2)cc1 do in these assays?
HePTP inhibitor: 9

Results for COC(=O)CN(c1ccccc1F)S(C)(=O)=O ?
HePTP inhibitor: -8

How did O=C(Nc1ccc(Br)cc1F)C1CCCN(S(=O)(=O)c2cnc[nH]2)C1 (stereo not drawn) do in these assays?
HePTP inhibitor: -5; BAP1 block: 91

Sorted by formula weight (rising): some entries from above
How did O=C(OCC(CO)OC(CO)n1ccc(=O)[nH]c1=O)c1ccccc1 (stereo not drawn) do in these assays?
HePTP inhibitor: 0; BAP1 block: 104

What do the screens show for `Cc1ccccc1OCCCC(=O)Nc1ccc(N2CCOCC2)cc1`?
HePTP inhibitor: 2; BAP1 block: 88

How did CCCc1nnc(NC(=O)c2c(O)c3cccc4c3n(c2=O)CC4)s1 do in these assays?
HePTP inhibitor: 6; BAP1 block: 102

Following part
How did O=C(Nc1ccccc1C1CC1)c1cccs1 do in these assays?
HePTP inhibitor: 2; BAP1 block: 104

What do the screens show for `Cc1ccccc1/C=C1\C(=O)NC(=S)N(c2cccc(Br)c2)C1=O`?
HePTP inhibitor: 18

What do the screens show for `Cc1cc(C)nc(SCC2COc3ccccc3O2)n1` (stereo not drawn)?
HePTP inhibitor: 5&-2; BAP1 block: 108

What do the screens show for `Cc1cccc(N2CCN(C(=O)C34CC5CC(CC(C5)C3)C4)CC2)c1C`?
HePTP inhibitor: 5; BAP1 block: 73

How did CC(C)(CNCC(O)c1ccccc1)N1CCOCC1 (stereo not drawn) do in these assays?
HePTP inhibitor: 5; BAP1 block: 119

Results for CCc1ccccc1N=CC1=C(O)CC(c2ccccc2)CC1=O (stereo not drawn) ?
HePTP inhibitor: -10

Results for CC(=O)Oc1ccc2c3c(c(=O)oc2c1OC(C)=O)CCCC3 ?
HePTP inhibitor: -12

What do the screens show for `O=C(NCCCNc1ccc([N+](=O)[O-])cc1)C(c1ccccc1)c1ccccc1`?
HePTP inhibitor: -2

How did COc1ccc(C(=O)Nc2ccc3oc4ccc(NC(=O)c5ccc(OC)cc5)cc4c(=O)c3c2)cc1 do in these assays?
HePTP inhibitor: 0

How did CCOC(=O)c1cn(CC)c2cc(N3CCCCC3)c(F)cc2c1=O do in these assays?
HePTP inhibitor: 8; BAP1 block: 61

Reprinted at random: 2 records from the list.
Results for CCc1ccccc1N=CC1=C(O)CC(c2ccccc2)CC1=O (stereo not drawn) ?
HePTP inhibitor: -10

How did CC(C)(CNCC(O)c1ccccc1)N1CCOCC1 (stereo not drawn) do in these assays?
HePTP inhibitor: 5; BAP1 block: 119

Additional structures follow.
How did Cc1nc(NCCN2CCOCC2)c2nnn(Cc3c(F)cccc3Cl)c2n1 do in these assays?
HePTP inhibitor: 9; BAP1 block: 101

Results for CSc1cccc(-n2cc(-c3ccc4c(c3)OCO4)[nH]c2=O)c1 ?
HePTP inhibitor: -3

Results for CCOC(=O)CNC(=O)c1cc(C(=O)OC)cc([N+](=O)[O-])c1 ?
HePTP inhibitor: -5

Results for CCOc1ccc(-c2nc(CSCC(=O)NCCN3CCOCC3)c(C)o2)cc1 ?
HePTP inhibitor: 8; BAP1 block: 112

Results for Cc1ccc(C(=O)N2CCCC(c3nc4c(nnn4Cc4ccccc4)c(=O)[nH]3)C2)cc1 (stereo not drawn) ?
HePTP inhibitor: 10; BAP1 block: 91

How did O/N=C1\CCc2cc(Cl)ccc21 do in these assays?
HePTP inhibitor: -5; BAP1 block: 108

What do the screens show for `C=CCN1C(=O)CS/C1=C(\C#N)S(=O)(=O)c1ccc(C)cc1`?
HePTP inhibitor: 8; BAP1 block: 92

What do the screens show for `COc1ccc(NS(=O)(=O)c2ccc(OC)c(OC)c2)cc1`?
HePTP inhibitor: -11

How did COc1cc(C(c2sc3ncnn3c2O)N2CCN(c3ccccc3F)CC2)cc(OC)c1OC (stereo not drawn) do in these assays?
HePTP inhibitor: 2; BAP1 block: 86

Results for Cc1cccc(NS(=O)(=O)c2cc(C(C)(C)C)c(F)c(C(C)(C)C)c2)n1 ?
HePTP inhibitor: 8

Results for CCN1C(=O)/C(=C\c2cn(CCOc3ccccc3)c3ccccc23)SC1=S ?
HePTP inhibitor: 0

How did CCOC(=O)c1[nH]c2ccccc2c1NC(=O)c1cc(OC)c(OC)c(OC)c1 do in these assays?
BAP1 block: 104

Results for CC(C)(C)CC(C)(C)NC(=O)CSc1nnc(-c2ccco2)n1-c1ccccc1 ?
HePTP inhibitor: 0

How did CC(C)C(C(=O)Nc1ccccc1)N1C(=O)c2ccccc2C1=O (stereo not drawn) do in these assays?
HePTP inhibitor: -3

How did Cn1c(CNc2nc3ccccc3n2C)nc2ccccc21 do in these assays?
HePTP inhibitor: 3; BAP1 block: 107

What do the screens show for `CCOCCCNCc1cccc(OC)c1`?
HePTP inhibitor: 3; BAP1 block: 89

Results for Cc1ccccc1OCc1nc(-c2ccc(-n3cccc3)cc2)no1 ?
HePTP inhibitor: 6; BAP1 block: 72

Results for CC(=O)Oc1ccc(/C=C(\NC(=O)c2ccccc2)C(=O)NCC(=O)OCc2ccccc2)cc1 ?
HePTP inhibitor: 0

What do the screens show for `CC(C)n1c(CCC(=O)O)ccc1-c1ccccc1`?
HePTP inhibitor: -2; BAP1 block: 87

What do the screens show for `CCCCOc1cccc(-c2nnc(N)s2)c1`?
HePTP inhibitor: 0; BAP1 block: 58

How did O=C1C2C3C=CC(CC3)C2C(=O)N1/N=C/c1ccccc1I (stereo not drawn) do in these assays?
HePTP inhibitor: -8

How did Cc1nc(NCCN)c(C#N)c2c1COC(C)(C)C2 do in these assays?
HePTP inhibitor: -3

What do the screens show for `CC1=C(C(=O)OCc2ccccc2)C(c2ccc([N+](=O)[O-])cc2)CC(=O)N1` (stereo not drawn)?
HePTP inhibitor: -4; BAP1 block: 122

Results for Cc1ccc(Nc2nc(N)nc(CN3CCCCCC3)n2)cc1 ?
HePTP inhibitor: 2; BAP1 block: 82

How did O=C(Nc1nccs1)c1ccc2c(c1)C(=O)N(c1ccc(Cl)cc1)C2=O do in these assays?
HePTP inhibitor: 2

What do the screens show for `O=C(Cc1ccccc1)Nc1cccc(-c2nnc(-c3ccco3)o2)c1`?
HePTP inhibitor: 6; BAP1 block: 126

Results for O=C(Cn1cnc2c(cnn2-c2ccc(F)cc2)c1=O)NCC1CCCO1 (stereo not drawn) ?
HePTP inhibitor: 7; BAP1 block: 91

Results for COc1ccc(-c2c(C)oc3cc(O)cc(O)c3c2=O)cc1OC ?
HePTP inhibitor: 11; BAP1 block: 94

How did O=C(/C=C/c1cccs1)OCCNC(=O)c1cccnc1 do in these assays?
HePTP inhibitor: 7

Results for Oc1ccccc1-c1cc(-c2cccc(F)c2)n[nH]1 ?
HePTP inhibitor: 7; BAP1 block: 140

How did Cc1ccc(OCCCC(=O)Nc2nncs2)cc1 do in these assays?
HePTP inhibitor: 1

Results for COc1ccc2[nH]cc(C(=O)CN3CCCCC3C)c2c1 (stereo not drawn) ?
HePTP inhibitor: 5; BAP1 block: 113

How did CCOc1ccc(NC(=O)N2CCN(c3nc4ccccc4s3)CC2)cc1 do in these assays?
HePTP inhibitor: 6; BAP1 block: 75

What do the screens show for `CCCS(=O)(=O)N1CCCC(C(=O)N2CCN(c3ccccn3)CC2)C1` (stereo not drawn)?
HePTP inhibitor: 3; BAP1 block: 92

How did COc1ccc(-c2cc(C(=O)Nc3cccc(C(C)=O)c3)no2)cc1 do in these assays?
HePTP inhibitor: 5; BAP1 block: 71

Results for COC(=O)c1c(N)c(C#N)c2n1CCCCC2 ?
HePTP inhibitor: 2; BAP1 block: 89

How did CC1(C)Cc2c(sc3ncn4nc(CCC(=O)O)c(=O)nc4c23)CO1 do in these assays?
HePTP inhibitor: 4; BAP1 block: 68

What do the screens show for `CCN(c1ccccc1)S(=O)(=O)c1ccc(OC)cc1`?
HePTP inhibitor: 1

How did CCSc1nnc(NC(=O)CCCOc2ccc(Cl)cc2Cl)s1 do in these assays?
HePTP inhibitor: -5

How did C/C(=C\C(=O)c1ccc(C)cc1)Nc1cccc(O)c1 do in these assays?
HePTP inhibitor: 4; BAP1 block: 79

Results for CCCCCc1nc2ccccc2c(=O)n1N ?
HePTP inhibitor: -11; BAP1 block: 89

Results for Cc1cc2c(N)cccc2nn1 ?
HePTP inhibitor: 7; BAP1 block: 99

Results for CCCC(=O)Nc1c(C)n(C)n(-c2ccccc2)c1=O ?
HePTP inhibitor: -2

What do the screens show for `COc1ccc(C(=O)N2CCc3cc(OC)c(OC)cc3C2)cc1OC`?
HePTP inhibitor: -3; BAP1 block: 117

Results for Fc1ccccc1CSc1ncnc2c1oc1ccccc12 ?
HePTP inhibitor: 6; BAP1 block: 72

What do the screens show for `O=C(NCCCN1CCCC1=O)c1cc(=O)c2ccccc2o1`?
HePTP inhibitor: 1; BAP1 block: 118

Results for CC1(C)CC(NC(=O)C2CCCCC2C(=O)O)CC(C)(C)N1 (stereo not drawn) ?
HePTP inhibitor: 5; BAP1 block: 93

How did COc1cc(C2NC(=O)NC(C)=C2C(=O)OCC2CCCO2)cc(Br)c1O (stereo not drawn) do in these assays?
BAP1 block: 64
